ER stress death – protection against thapsigargin ER stress killing – CSM14.1 cells, ATP luminescence, primary screen | CSM14.1 thapsigargin ER stress survival | relative survival (cellular ATP), % at 15 µg/mL (by protocol) | actives 0.33% (n = 48,000) | AID 1010, 2008;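 active means survival measured by cellular ATP above 50% at 15 µg/ml in the first screen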;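 further: cell death triggered by about 15 µM thapsigargin; ATP read 24 h after thapsigargin was added; plate controls were thapsigargin with DMSO for no effect and DMSO without thapsigargin for full effect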
* hit, by the source's call; & = joins results of further samples. Not all compounds are listed (hit frequency here may not be typical).

Compound,ER stress death
CCOc1ccc2nc(SCC(=O)Nc3cc(C)cc(C)c3)sc2c1,3
Cc1cc(Cc2ccc(NC(=O)Nc3ccccc3)c(C)c2)ccc1NC(=O)Nc1ccccc1,4
O=C(NCCc1ccccc1)c1ccc(C#Cc2ccccc2)cc1,8
CCOC(=O)c1sc(NC(=O)c2ccccc2C)nc1C,-4
CCc1ccc(NC(=O)c2c(-c3c(Cl)cccc3Cl)noc2C)cc1,3
CCCN1C(=O)/C(=C2\SC(N)=NC2=O)c2ccccc21,0
O=C(NCc1ccc2c(c1)OCO2)c1ccc(C#CC2(O)CCCCC2)cc1,7
NC(=O)c1c(NC(=O)c2cnccn2)sc2c1CCCC2,-1
COc1cc(OC)cc(C(=O)Nc2cccc(-c3nc4ccccc4[nH]3)c2)c1,1
CC(C)(C)c1ccc(-c2cc(N)n(-c3ccccc3)n2)cc1,0
CCc1ccccc1OCCCN(CC)CC,-2
C/C(=N\NS(=O)(=O)c1ccccc1)c1cccc(Br)c1,14
Cc1ccccc1NC(=O)CCCN1C(=O)/C(=C/c2cccc3c2OCO3)SC1=S,14
Cc1cc(=O)[nH]c(SCc2cccc(Oc3ccccc3)c2)n1,17&0
Cc1ccc(S(=O)(=O)NCc2cccnc2)c(C)c1,10
COc1ccc(CONc2ncnc3nonc23)cc1[N+](=O)[O-],3
COc1cccc(-n2c(O)c(C=Nc3ccccc3F)c(=O)[nH]c2=O)c1,1
COc1ccc(CCNC(=O)C(=O)Nc2ccccc2C)cc1OC,7
CSc1ccccc1NC(=O)c1nn2c(c1Br)NC(c1ccccc1)CC2C(F)(F)F (stereo unspecified),9
CCCCn1c(/N=C/c2ccc(C)cc2O)nc2ccccc21,2
O=[N+]([O-])c1cc(-n2ncnc2-c2cccs2)ccc1F,4
Cc1nn(-c2ccccc2C(=O)O)c(C)c1Oc1ccccc1O,12
O=C(O/N=C(/c1ccncc1)c1ccc([N+](=O)[O-])cc1)c1cccc(Br)c1,9
Clc1cccc(C=NN2CCN(Cc3ccccc3Cl)CC2)c1,13
O=C(Nc1nncs1)C(Sc1ccccc1)c1ccccc1 (stereo unspecified),-2
Cc1cccc2sc(NC(=O)c3cccc([N+](=O)[O-])c3)nc12,10
CCOc1cc(C(=O)Nc2ccc(Cl)c(-c3nc4ncccc4o3)c2)cc(OCC)c1OCC,16
O=C(O)c1ccccc1N1C(=O)c2ccc(Oc3ccc([N+](=O)[O-])cc3)cc2C1=O,-4
CCOc1ccc(N2C(=O)/C(=C/c3ccc(OCc4cccc(C(=O)O)c4)cc3)C(=O)NC2=S)cc1,3
O=C1c2cccc(Cl)c2C(=O)c2cccc(Cl)c21,4
CCCOC(=O)c1ccc(NC(=O)C(C)Oc2ccccc2)cc1 (stereo unspecified),8
CCC(=O)N1CCN(c2cc(N3CCOCC3)c(F)cc2[N+](=O)[O-])CC1,2
CCOc1ccc(NC(=S)NC(=O)/C=C/c2ccc(C)cc2)c([N+](=O)[O-])c1,-2
COc1cc(S(=O)(=O)N2CCC(C)CC2)c(OC)cc1Cl,-7
COc1cc(/C=N/Nc2nnc(C)c(=O)[nH]2)ccc1O,6
Cc1ccc(N(CC(=O)N2CCOCC2)S(C)(=O)=O)cc1Cl,2
O=C(Nc1cccc(NC(=O)c2cccc3ccccc23)c1)c1ccc(Cl)cc1Cl,9
Cc1cccc(OCC(=O)Nc2ccc(C)cc2[N+](=O)[O-])c1,3
CCOC(=O)c1c(N2C(=O)C3CC(C)=C(C)CC3C2=O)sc2c1CCCC2 (stereo unspecified),11
O=C(Nc1ccccc1[N+](=O)[O-])c1ccc(=O)oc1,-3
O=[N+]([O-])c1ccc(S(=O)(=O)N2CCN(c3ccccn3)CC2)cc1,2
CCOC(=O)C1=C(c2ccccc2)NC(=S)NC1c1cccc(OC)c1OC (stereo unspecified),6
O=C(COC(=O)c1cccc(N2C(=O)CCC2=O)c1)c1ccccc1,8
CCOC(=O)C1=C(O)/C(=C/c2ccc(N(CC)CC)cc2)SC1=Nc1ccc(OC)cc1,9
CN(C)C1(c2cccs2)CS(=O)(=O)C1,2
COCC(C)NCc1ccc(OC)cc1 (stereo unspecified),7
Cc1ccc(S(=O)(=O)N(CC(=O)Nc2ccccc2F)c2cc(C)cc(C)c2)cc1,-1
CC1CCN(c2ccc(NC(=O)c3ccc(Cl)cc3)cc2)CC1,10
N#C/C(=C\c1ccc(-c2cccc(C(F)(F)F)c2)o1)c1ccc(Cl)cc1,3
NNC(=O)Cn1c(-c2ccccn2)nc2ccccc21,8

7 structures out of the list, arranged by SMILES length, lowest first.
Compound,ER stress death
CN(C)C1(c2cccs2)CS(=O)(=O)C1,2
COc1cc(S(=O)(=O)N2CCC(C)CC2)c(OC)cc1Cl,-7
Cc1ccc(N(CC(=O)N2CCOCC2)S(C)(=O)=O)cc1Cl,2
O=C(COC(=O)c1cccc(N2C(=O)CCC2=O)c1)c1ccccc1,8
N#C/C(=C\c1ccc(-c2cccc(C(F)(F)F)c2)o1)c1ccc(Cl)cc1,3
Cc1ccc(S(=O)(=O)N(CC(=O)Nc2ccccc2F)c2cc(C)cc(C)c2)cc1,-1
CCOc1cc(C(=O)Nc2ccc(Cl)c(-c3nc4ncccc4o3)c2)cc(OCC)c1OCC,16

Additional entries:
Compound,ER stress death
N#C/C(=C/c1ccccc1[N+](=O)[O-])C(=O)Nc1ccc(Cl)cc1,3
OCC(CO)C(c1ccccc1)c1ccccc1,-3
Clc1ccc(OCCOCCN2CCCC2)c2ccccc12,-21
CCOC(=O)C1=C(O)/C(=C/c2ccc(Cl)cc2Cl)SC1=Nc1ccccc1,11
COc1cc2nc(-c3cccc(Br)c3)oc(=O)c2cc1OC,1
O=C(N/N=C\c1ccc(Cl)cc1Cl)c1cccc2cc[nH]c12,1
Ic1ccc(N=Cc2ccc(OC3CSC3)cc2)cc1,5
COc1ccc(-c2csc(Nc3ccc4c(c3)OCO4)n2)cc1F,9
COc1ccc(C(C[N+](=O)[O-])c2c[nH]c3ccccc23)cc1 (stereo unspecified),10
O=C1OC(c2ccccc2)=N/C1=C1\C=C(c2ccccc2)Oc2ccccc21,1
CCOc1cccc(C2C(C(=O)OC)=C(C)NC3=C2C(=O)CC(C)(C)C3)c1 (stereo unspecified),6
O=C(COc1ccc2ccccc2c1)N1CCN(C(=O)c2ccco2)CC1,16
CC1CCN(CCOCCOc2c(Cl)cc(Cl)cc2Cl)CC1,-4
Cc1ccc(C2Nc3ccc4ncccc4c3C3=C2C(=O)CC(C)(C)C3)cc1 (stereo unspecified),15
CCN(CC)CCCCOc1c(C)ccc(C)c1C,-2
C=CCc1c(C)nc(SC)nc1Nc1ccc(C(=O)O)cc1,13
Cc1ccc(N=Cc2c(O)n(-c3ccccc3Cl)c(=O)[nH]c2=O)cc1,1
CCOC(=O)C1=C(O)/C(=C/c2ccc(N(C)C)cc2)SC1=Nc1cccc2ccccc12,-2
COc1ccc(C(=O)Nc2sc(Cc3ccccc3)c(C)c2C(N)=O)cc1,1
CCOC(=O)c1sc(NC(=O)c2cncc(Br)c2)nc1C,0
O=C(CCc1ccccc1)Nc1nc(-c2ccccc2)cs1,2
COC(=O)c1cnn2c(C(F)(F)F)cc(-c3ccc(Br)cc3)nc12,-1
Cc1ccc(C(=O)Nc2ccc(C(=O)O)cc2)cc1S(=O)(=O)N1CCCCC1,6
O=[N+]([O-])c1cc(S(=O)(=O)Nc2ccc(O)c(Br)c2)ccc1Cl,2
CC1(C)OC2OC(COC(=O)c3ccccc3Cl)C3OC(C)(C)OC3C2O1 (stereo unspecified),6

Random excerpt: two records from the list
Compound,ER stress death
C=CCc1c(C)nc(SC)nc1Nc1ccc(C(=O)O)cc1,13
COc1ccc(-c2csc(Nc3ccc4c(c3)OCO4)n2)cc1F,9

The list continues.
Compound,ER stress death
CN1CCN(Cn2c(O)c(N=NC(=O)CSc3nc4ccccc4o3)c3ccccc32)CC1,4
c1ccc2c(c1)ncn2CCn1cnc2ccccc21,2
COC(=O)c1ccc(NC(=O)COc2ccccc2C(C)C)cc1,10
O=C1NC(=O)N(c2cccc(F)c2)C(=O)/C1=C/c1ccc(O)c(Cl)c1,4
Cc1cccc(N2C(=O)/C(=C/c3ccc([N+](=O)[O-])cc3)SC2=S)c1C,0
C/C(NCCCN1CCOCC1)=C(\C#N)C(=O)NCc1ccccc1,8
Cc1cccn2c(=O)c(/C=C3\SC(=S)N(CCc4ccccc4)C3=O)c(NCCCn3ccnc3)nc12,3
CCc1cccc(C)c1NC(=O)C1C2CCC(O2)C1C(=O)O (stereo unspecified),6
NNC(=O)CNC(c1ccccc1)c1cc(Br)ccc1NC(=O)c1ccccc1Cl (stereo unspecified),-5
CCOC(=O)C1=C(O)/C(=C/c2cccc(OC)c2)SC1=Nc1ccccc1,-2
COc1ccc(N(CC(=O)Nc2ccc(C(C)C)cc2)S(=O)(=O)c2ccccc2)cc1,7
O=C(Nc1ccc(N2CCOCC2)cc1)c1ccccc1F,-14
O=C(Nc1nc2ccc3ccccc3c2s1)c1ccc(C(=O)c2ccccc2)cc1,0
O=C(O)C1C(C(=O)Nc2cccc(Cl)c2)C2C=CC1C21CC1 (stereo unspecified),7
Cc1ccccc1S(=O)(=O)N=C1C=CC(=O)C(Cl)=C1,2
CCOC(=O)COc1c(Cl)cc(/C=C2\C(=O)NC(=O)N(c3ccc(C)cc3)C2=O)cc1Cl,0
COc1cc(/C=c2\sc3n(c2=O)C(c2c(OC)ccc4ccccc24)C(C(C)=O)=C(C)N=3)cc(OC)c1OC (stereo unspecified),14
COc1cc(C(=O)NC(NC(=S)N2CCOCC2)C(Cl)(Cl)Cl)cc(OC)c1OC (stereo unspecified),-1
CC(C)NC(=O)C1C(C=C(Cl)Cl)C1(C)C (stereo unspecified),-12
Cc1cc(C)nc(/N=C(\N)N2CCc3ccccc3C2)n1,-8
COc1ccc(N2C(=O)NC(=O)/C(=C/c3cc(Br)c(OC)c(OC)c3)C2=O)cc1,4
COc1ccc2c(c1)OCC/C2=N\OC(=O)c1ccccc1F,-5
NC(=O)CN1C(=O)/C(=C2\SC(=S)N(CCCC(=O)O)C2=O)c2ccccc21,4
COc1ccc(C(N)=O)cc1NC(C)=O,-2
O=C1C(c2ccccc2)=S=C2N=C(c3ccccc3)C=CN12,8
Cc1ccsc1C=NN1CCN(Cc2ccccc2Cl)CC1,6
Cc1cc(=O)[nH]c(SCCOc2ccc(C)c(C)c2)n1,1
Cc1ccc(CCNc2ccc3ccccc3c2)cn1,-2
Cc1ccccc1OCC(=O)NCc1ccccn1,6
COc1ccc(C2CC(C(F)(F)F)n3ncc(C(=O)Nc4ccc(F)cc4F)c3N2)cc1OC (stereo unspecified),3
O=C(CSc1ncn[nH]1)n1c2ccccc2c2ccccc21,4
CC1=NN(c2ccc(S(N)(=O)=O)cc2)C(=O)/C1=C\c1ccc(-c2ccc(Cl)c(C(=O)OC(C)C)c2)o1,0
CCOC(=O)C1=C(C)N=c2s/c(=C\c3ccc([N+](=O)[O-])cc3)c(=O)n2C1c1ccc(OC)cc1OC (stereo unspecified),12
O=C(NC(=S)NCCc1ccccc1)c1ccccc1,12
COc1cc(C=O)c(Br)cc1OCc1ccc(C)cc1,6
COc1ccc(-c2noc(-c3ccc(-c4ccccc4)cc3)n2)cc1,-3
COCCN1C(=O)C(=O)/C(=C(/O)c2ccccc2)C1c1ccc2c(c1)OCO2 (stereo unspecified),-2
Cc1ccc(C(=O)Nc2nc3ccccc3n2CCN2CCCC2)cc1,1
COc1c(Br)cc2c(cc(C)n2C)c1O,17
O=C(O)C12CC3CC(C(=O)O)(C1)CC(C(=O)O)(C3)C2,-2
O=C(O)c1ccccc1C(=O)c1ccc(Cl)c(N2C(=O)C3CC=CCC3C2=O)c1 (stereo unspecified),-4
Cc1cc(C)c(NC(=O)c2ccccc2Br)c(C)c1,7
COC(=O)c1cc(NC(=O)COc2ccc(C)cc2)cc(C(=O)OC)c1,2
C/C(O)=C(/C(=O)Nc1ccccc1[N+](=O)[O-])c1ccccc1,4
Cc1cc(Cl)ccc1NC1=CC(=O)CC(c2ccccc2)C1 (stereo unspecified),8
CC1(C)CC(=O)c2nc(NC(=O)Cc3ccc(Cl)cc3)ncc2C1,7
CCCc1cc(C(=O)OC)c(NC(=O)/C=C/C(=O)O)s1,0
CC1(c2ccccc2)CC(C)(C)N(C(=O)c2cccc(F)c2)c2ccccc21 (stereo unspecified),11
N/C(=N\OC(=O)C(c1ccccc1)c1ccccc1)c1ccccn1,9
COc1ccc(/C=C/C(=O)N2CCN(CCN3C(=O)c4cccc5cccc(c45)C3=O)CC2)cc1,8

The list continues.
Compound,ER stress death
CC1=C(C(=O)OCCOc2ccccc2)C(c2ccccc2[N+](=O)[O-])NC(=O)N1C (stereo unspecified),12
CCCOc1ccc(C(=O)Nc2ccc(-c3nc4cc(C)c(C)cc4o3)c(O)c2)cc1,-2
Cc1ccc(C(=O)N2CCN(c3ccc([N+](=O)[O-])cc3)CC2C)cc1 (stereo unspecified),2
COc1cc(NC(=O)/C=C/c2ccco2)ccc1NC(=O)c1ccco1,-2
O=C(NCCC12CC3CC(CC(C3)C1)C2)Nc1ccccc1,-2

Assay outcomes (PubChem BioAssay)
